PV pol inh: poliovirus RNA polymerase inhibition. AID 588519. % elongation, % (compound at 16.7 µg/mL). poliovirus polymerase elongation, fluorescence polarization; active compounds read low. 0.66% of 150,000 active; in the data active = % elongation below about 90%; note: some results filed as inactive read as strong as hits
Target sequence (P03300 1749-2209 limits assumed): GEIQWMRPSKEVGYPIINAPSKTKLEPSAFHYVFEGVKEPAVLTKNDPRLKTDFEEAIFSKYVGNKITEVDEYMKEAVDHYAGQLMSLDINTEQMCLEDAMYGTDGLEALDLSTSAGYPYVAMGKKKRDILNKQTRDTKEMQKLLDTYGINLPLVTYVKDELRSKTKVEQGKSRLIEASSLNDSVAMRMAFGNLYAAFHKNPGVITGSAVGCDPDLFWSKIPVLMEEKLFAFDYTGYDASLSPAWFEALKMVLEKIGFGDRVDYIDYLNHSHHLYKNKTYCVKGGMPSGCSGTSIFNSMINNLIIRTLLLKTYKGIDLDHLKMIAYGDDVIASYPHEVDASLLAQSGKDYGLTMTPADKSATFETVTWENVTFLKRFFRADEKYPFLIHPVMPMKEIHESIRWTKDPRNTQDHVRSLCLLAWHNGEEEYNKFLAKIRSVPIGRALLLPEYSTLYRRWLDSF
PV pol inh FP z-score: further read-out of PV pol inh, marked with its call; z-score; measured here: FP z-score; hits read low
* marks the source's active call; other numbers are inactive results; & = joins results of further samples. These rows are one share of the data; the hit share may differ from the screen's.

molecule | PV pol inh | PV pol inh FP z-score
Cc1ccc2cc3cc(C(=O)NCc4cccs4)sc3nc2c1 | 104 | 0.7
CCc1ccc(N(CC)C(=O)Cn2cnc3sc(C)c(S(=O)(=O)N4CCN(c5ncccn5)CC4)c3c2=O)cc1 | 108 | 0.7
COC(=O)c1c(-c2cccs2)csc1NC(=O)COc1ccc(C(C)(C)C)cc1 | 80* | -2.3*
CC(C)Cn1c(=O)c2ccccc2n2c(CCC(=O)Nc3ccc(F)cc3)nnc12 | 105 | 0.1
Cc1ccc(O)c(NC(=O)CCSc2nc(-c3ccco3)cc(C(F)(F)F)n2)c1 | 100 | -0.3
COc1cccc(CN(C)Cc2cc(=O)oc3cc(O)c(Cl)cc23)c1 | 94 | -1.4
CC(C)NC(=O)C1CCN(C(=O)c2ccc(-n3ccc4ccccc43)s2)CC1 | 100 | -0.3
COc1ccc(C(=O)N2CCN(C(=O)COc3ccc(C)cc3)CC2)cc1OC | 105 | 0.5
CCOC(=O)c1ccc(NC(=O)C2CCN(S(=O)(=O)c3ccc4c(c3)CCCC(=O)N4)CC2)cc1 | 104 | -0.9
CCOC(=O)c1ccc(N=Cc2c(O)n(CC)c(=O)[nH]c2=O)cc1 | 100 | -0.1
CC(=O)c1ccc(NC(=O)c2cc(-c3ccc4c(c3)OCO4)on2)cc1 | 105 | 0.3
CC(C)C(=O)Nc1ccc(NCc2cccs2)cc1 | 101 | -0.3
CN(C)c1cc(NCc2ccco2)c2c3c(onc13)-c1ccccc1C2=O | 102 | 0.5
O=C(CCc1ccccc1)NNc1cc(N2CCCCC2)nc(N2CCCCC2)n1 | 101 | -0.2
CCn1c(NN)nc2sc3c(c2c1=O)CC(C)(C)OC3 | 103 | 0.4
COc1ccccc1CNC(=O)CCn1c(=O)c2ccccc2n(CC(=O)Nc2cc(Cl)ccc2C)c1=O | 108 | 0.6
Cc1ccc(S(=O)(=O)c2nnn3c2nc(NC(C)C)c2sccc23)cc1 | 109 | 0.4
CC(=O)NCC(=O)OCc1ccc(C(C)(C)C)cc1 | 102 | 0.1
COc1ccc(CCNC(=O)Cn2c(=O)c3cccn3c3ccc(F)cc32)c(OC)c1 | 106 | -0.2
CC1CC(CC(C)C(=O)Nc2cc(Cl)ccc2Cl)C(=O)O1 (configuration not stated) | 100 | -0.2
COc1ccc(CNCc2cccs2)c(OC)c1OC | 103 | 0.3
CCOC(=O)Cn1c(=O)cc(C(F)(F)C(F)(F)F)c2c(C)nn(CC)c21 | 113 | 1.2
Cc1ccc(C(=O)NCc2ccc(N(C)C)cc2)cc1NC(=O)c1nsc2ccccc12 | 102 | -1.3
CC1CCN(C(=O)COc2ccc(Br)cc2)CC1 | 109 | 0.4
CC(C)CNC(N)=O | 108 | 0.6
c1ccc(CSc2nnc(-c3cccs3)n2-c2ccccc2)cc1 | 101 | -0.3
CCOC(=O)c1c(NC(=O)CSc2n[nH]c(N)n2)sc(C(=O)N(CC)CC)c1C | 101 | -0.1
CC(C)CN1C(=O)c2ccc(C(=O)O)cc2C1=O | 99 | -0.3
c1ccc(-c2cnnn2-c2ccccc2)cc1 | 103 | 0.3
COC(=O)C1=CN(CC(C)C)C=C(C(=O)OC)C1c1cccs1 | 100 | -0.1
CCC(=O)Nc1cccc(-c2nc3ccccc3o2)c1 | 102 | 0
CCC1=Nc2cc(C(=O)NCCCOC(C)C)ccc2Sc2ccc(C)cc21 | 99 | -0.6
COc1ccc(C(=O)Nc2ccc3c(c2)CCCN3S(=O)(=O)c2ccc(C)cc2)c(OC)c1 | 111 | 0.8
CC(=O)Oc1c(C)cc(O)c2ccccc12 | 99 | -1.1
COC(C(=O)N/N=C/c1cc(Br)c(C)o1)c1ccccc1 (configuration not stated) | 103 | 0.2
O=C(CN1C(=O)C2CC=CCC2C1=O)NCCc1ccccc1 (configuration not stated) | 102 | 0.5
O=C(c1ccccc1)c1ccc(OCC(O)CNCC2CCCO2)cc1 (configuration not stated) | 104 | 0.2
O=C(CCCn1c(=O)c2cccn2c2cccnc21)Nc1ccccc1F | 102 | 0
O=C(O)CCOc1ccccc1F | 104 | 0.3
CCOC(=O)c1cc(CC)sc1NC(=O)CCN1CCCCC1 | 101 | -0.3
FC(F)(F)COc1nc(OCC(F)(F)F)nc(N(c2ccccc2)c2ccccc2)n1 | 102 | 0.1
COc1ccc(CNC(=O)CCCn2nc(C)n3c(cc4sccc43)c2=O)cc1 | 104 | -0.6
O=C(Nc1ccc2nc3n(c(=O)c2c1)CCCCC3)C(=O)Nc1ccccc1F | 107 | 0.2
O=C(C1CC(=O)N(c2ccccc2)C1)N(Cc1ccccc1)Cc1ccccc1 (configuration not stated) | 101 | 0
Cc1ccc(NCc2cccc3c2CN(CC2CCCO2)C3)cc1 (configuration not stated) | 101 | -1
Cc1ccc2occ(CC(=O)N(Cc3ccc(C(C)C)cc3)C3CCS(=O)(=O)C3)c2c1 (configuration not stated) | 118 | 0.2
O=c1c(N2CCN(c3cccc(C(F)(F)F)c3)CC2)csc2ccccc12 | 105 | 0.4
Cc1cc(C(=O)N2N=C(C3CC3)CC2(O)C(F)F)cs1 (configuration not stated) | 102 | 0
Cc1oc2ncnc(N3CCOCC3)c2c1C(=O)NCc1ccccc1 | 110 | 0.4
COc1ccc(CN(C(=O)Nc2cc(C)ccc2C)C2CCN(C(C)=O)CC2)cc1 | 107 | -0.3
COc1ccc(C2=NN(C(=O)CNc3ccccc3C(=O)Nc3ccccc3)C(c3ccco3)C2)cc1 (configuration not stated) | 104 | 0.2
C[N+]12CCCCC1C(COC(=O)c1ccccn1)CCC2 (configuration not stated) | 106 | 0.3
O=C(Cn1cc(SCc2c(F)cccc2Cl)c2ccccc21)N1CCCCC1 | 121 | 0.6
Cc1cc(C)c2c(CC(=O)Nc3ccc(S(=O)(=O)N4CCCCC4)cc3)coc2c1 | 124 | 0.7
O=C(Cn1[nH]c(=O)c2ccccc2c1=O)NC1CCCc2ccccc21 (configuration not stated) | 107 | 0.4
COc1ccc(N(C)C(=O)NCc2noc3ccccc23)c(OC)c1 | 100 | -0.8
Cc1ccc(S(=O)(=O)N(C)CC(=O)N2CCC(C)CC2)cc1 | 101 | 0.2
CC1(C)C2CCC1(C)C(NC(=O)c1cc(=O)[nH]c3ccccc13)C2 (configuration not stated) | 106 | 0.4
O=C(NCC1CCCO1)NC1CCCCC1 (configuration not stated) | 100 | -0.3
Fc1ccc(-n2c(Cc3ccsc3)n[nH]c2=S)cc1 | 100 | -0.1

Following part
molecule | PV pol inh | PV pol inh FP z-score
CCc1ccc[n+](-c2[nH]c(=O)sc2/C=N/N=C(/N)[O-])c1 | 103 | 0.2
CCOC(=O)c1ccc(N2C(=O)c3[nH]nc(-c4ccc(OC)cc4)c3C2c2ccc(C)cc2)cc1 (configuration not stated) | 112 | 1.2
COc1ccc(C(CCNCc2ccccc2)C2CCOC(C)(C)C2)cc1 (configuration not stated) | 109 | 0.7
Cc1[nH]c2ccccc2c1C(=O)C(C)N1CCN(C(=O)c2ccccc2)CC1 (configuration not stated) | 104 | 0.4
O=C(CN1CCCCC1)Nc1nonc1NC(=O)CN1CCCCC1 | 101 | 0.2
COc1cccc(C(=O)NCc2nc(-c3ccccc3Cl)no2)c1 | 102 | 0.2
Cc1cccc(-n2nnc(-c3nc(-c4ccccc4)no3)c2N)c1C | 110 | 1.3
c1cnc(SCc2cn3ccsc3n2)nc1 | 103 | 0.3
Cc1ccc(NC(=O)c2ccc3ncsc3c2)c(O)c1 | 113 | 1.5
O=c1[nH]c2ccccc2n1CN1CCC(c2nc3ccccc3s2)CC1 | 102 | -0.1
Cc1noc(C)c1-c1nc(CS(=O)(=O)c2ccsc2)no1 | 102 | 0.2
COc1ccccc1Cn1c(C2CC(=O)N(c3ccccc3OC)C2)nc2ccccc21 (configuration not stated) | 105 | -0.6
COc1ccc2nc(Nc3nc4ccccc4s3)sc2c1 | 101 | 0
O=C1CC(C(=O)Nc2cccc(F)c2)n2c(nc3ccccc32)N1 (configuration not stated) | 105 | 1.8
Cc1ccc(NC(=O)CN(C)S(=O)(=O)c2ccc3nc(C)sc3c2)c(C)c1 | 107 | 0.1
CC1CCN(S(=O)(=O)c2cn(CC(=O)N(C)Cc3ccccc3)c(=O)c3ccccc23)CC1 | 100 | -0.3
Cc1cc(=O)oc2cc(OCC(=O)Nc3ccccc3)ccc12 | 101 | -0.2
CCCCOc1ccccc1C(=O)N(Cc1cccc(F)c1)Cc1ccco1 | 103 | 0.6
CCSc1oc(-c2cccs2)nc1S(=O)(=O)c1ccc(Br)cc1 | 106 | 0.4
Cc1cccc(OCC(=O)NCC2(N3CCN(C)CC3)CCCCC2)c1 | 105 | -0.3
CN1/C(=C/C(=O)CSC2CCCC2)C(C)(C)c2ccccc21 | 108 | 3.3
CC(C)(Sc1cc(C(C)(C)C)c(O)c(C(C)(C)C)c1)Sc1cc(C(C)(C)C)c(O)c(C(C)(C)C)c1 | 102&99 | 0.2&-0.1
Cc1cc(C)c2oc(C(=O)Nc3ccc(S(=O)(=O)N4CCC(C)CC4)cc3)cc(=O)c2c1 | 102 | -1
COc1ccc(CCNC(=O)CCc2c(C)nc3c(c(C)nn3-c3ccccc3)c2C)c(OC)c1 | 104 | -0.3
CSCCNC(=O)Nc1ccc(Cl)cc1 | 102 | 0.2
CCOC(=O)c1c(C)[nH]c(C)c1S(=O)(=O)N1CCCC(C(=O)Nc2ccc(OC)c(Cl)c2)C1 (configuration not stated) | 114 | 0.6
Cc1cc(-n2c(C)nc3ccccc3c2=O)ccc1NC(=O)c1cccc([N+](=O)[O-])c1 | 112 | 1.5
NC(=O)c1ccc(F)c(F)c1 | 100 | -0.6
Cc1cccc(NC(=O)CSc2nc3ccccc3nc2N2CCOCC2)c1C | 107 | 0.4
COC(=O)c1cnc(Nc2ccccc2)nc1C(F)(F)F | 105 | 0.2
Cc1ccccc1OCC(=O)NN=C1CCN(C)CC1 | 102 | 0.2
Cc1c(CO)c2ccccc2n1Cc1ccccc1 | 100 | 0
O=C(O)CCC(=O)N1N=C2/C(=C/c3ccc(F)cc3)CCCC2C1c1ccc(F)cc1 (configuration not stated) | 103 | 0.4
COc1ccc(-c2nc3ccccc3n2C)cc1 | 104 | 0.5
OC(CSc1ccc(Cl)cc1)CN1CCOCC1 (configuration not stated) | 101 | -0.1
Cc1nn(-c2ccccn2)c2c1C(=O)CC(c1ccco1)C2 (configuration not stated) | 102 | 0.2
Cc1cc(C)nc(/N=C(/NC(=O)Nc2cccc(Cl)c2)Nc2ccccc2C)n1 | 103 | 0.3
CCOc1ccccc1CNC(=O)c1cnc2sc(N3CCCCCC3)nn2c1=O | 103 | -0.2
Cc1cccc(Nc2nc3nonc3nc2Cl)c1 | 48* | -5.4*
CC(C)Oc1ccccc1Nc1ncnc2ccccc12 | 105 | 1
COc1ccc(-c2ccc(C(=O)O)c(=O)[nH]2)cc1 | 102 | 0
CNC(=O)c1c(NC(=O)Cc2coc3ccc(C)cc23)sc2c1CCCC2 | 111 | -0.3
Cn1c(=O)c2c(nc(NCc3ccccc3)n2Cc2ccc(Cl)c(Cl)c2)n(C)c1=O | 112 | 0.1
CCN(Cc1ccccc1)c1ncnc2c1cnn2-c1ccc(F)cc1 | 109 | 0.3
COc1ccccc1NC(=O)c1oc2ccccc2c1NC(=O)C(C)C | 104 | 0.1

Compound profiles (already shown). Values in the order: PV pol inh | PV pol inh FP z-score
Listed for Cc1cccc(Nc2nc3nonc3nc2Cl)c1 → 48* | -5.4*
Listed for COc1ccc(-c2ccc(C(=O)O)c(=O)[nH]2)cc1 → 102 | 0
Listed for CC(C)Oc1ccccc1Nc1ncnc2ccccc12 → 105 | 1
Listed for Cc1ccccc1OCC(=O)NN=C1CCN(C)CC1 → 102 | 0.2
Listed for CNC(=O)c1c(NC(=O)Cc2coc3ccc(C)cc23)sc2c1CCCC2 → 111 | -0.3

Gathered by group: the entries above containing a tert-butyl group.
molecule | PV pol inh | PV pol inh FP z-score
COC(=O)c1c(-c2cccs2)csc1NC(=O)COc1ccc(C(C)(C)C)cc1 | 80* | -2.3*
CC(=O)NCC(=O)OCc1ccc(C(C)(C)C)cc1 | 102 | 0.1
CC(C)(Sc1cc(C(C)(C)C)c(O)c(C(C)(C)C)c1)Sc1cc(C(C)(C)C)c(O)c(C(C)(C)C)c1 | 102&99 | 0.2&-0.1

Remaining list, next part:
molecule | PV pol inh | PV pol inh FP z-score
CC(C)c1ccc(S(=O)(=O)c2nnn3c2nc(N2CCOCC2)c2sccc23)cc1 | 113 | 0.9
COC(=O)c1c(-c2ccc(Cl)cc2)noc1N1CCN(c2ccccc2OC)CC1 | 104 | -0.7
COCCNC(=O)CCC(=O)NNc1nc2ccccc2c2nc(-c3ccccc3)nn12 | 113 | 1.1
Cc1cc(N2CCCCC2)nc2ccc(NC(=O)CCC(=O)N3CCN(c4cccc(Cl)c4)CC3)cc12 | 105 | -0.1
Oc1ccc(SSc2ccc(O)cc2)cc1 | 99 | -0.5
Nc1ccccc1CC(c1c[nH]c2ccccc12)c1c[nH]c2ccccc12 | 104 | 0.4
CCC1Oc2ccc(C)cc2N(CC(=O)NCc2ccc(F)cc2)C1=O (configuration not stated) | 104 | -0.8
COC(=O)CN(C(=O)c1cc2ccccc2oc1=O)c1ccc(Br)cc1 | 104 | 0.7
Cn1cc(S(=O)(=O)N2CCCC2)cc1C(=O)N1CCN(c2cccc(Cl)c2)CC1 | 110 | 0.7
COc1ccc(CCNC(=O)CCCn2c(=O)c3ccccc3n(Cc3cccc(Cl)c3)c2=O)cc1OC | 105 | -0.3
Cc1nnc(NC(=O)CSCc2cc(=O)c3ccc(C)c(C)c3[nH]2)s1 | 113 | 1.6
C=CCn1c(C)ccc1C | 101 | -0.6
CCn1c(=O)n(CC)c2cc(N3CCCC3)c(NS(C)(=O)=O)cc21 | 103 | 0.7
COc1cccc(Cn2c(=O)n(-c3cc(C)cc(C)c3)c(=O)c3oc4ccccc4c32)c1 | 110 | 0.7
Cc1cccc(NC(=O)N2CCN3CCCCC3C2)c1C (configuration not stated) | 110 | 0.4
CCOc1ccc(NCc2cccn2-c2nnc(N3CCC(C(=O)NCc4cccc(OC)c4)CC3)s2)cc1 | 110 | -0.1
Cc1oc(C(=O)O)cc1CN1CCCC1 | 100 | -0.9
